Source: PubChem (National Center for Advancing Translational Sciences (NCATS))
A549 viability – kills or reduces viability of A549 cells in Nrf2 counter-screen; A549 ARE-Fluc cells, CellTiter-Fluor viability, 18-24 h; Potency, µM (titrated, usually from 46 µM), inactives show at the highest dose activity change, negative = cytotoxicity, actives largely listed as inhibitors; 390,000 compounds, 0.16% hits; AID 504648; further: potency means the concentration at half of the fitted maximal effect; on the % scale 0 is the no-effect control and ±100 the full control effect
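A549 ARE_Fluc cells in 5% FBS OPTI-MEM were exposed to compounds in concentration-response for 18-24 h at 37 deg C. Viability was read by CellTiter-Fluor fluorescence (Ex 405/Em 525) after 30 min, before the luciferase read.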
Nrf2 ARE act – Nrf2 pathway activation; AREc32 ARE-luciferase reporter (MCF7-derived line), luminescence, 24 h; AID 624171; Potency, µM (doses to about 46.1 µM), inactives show at the highest dose activation, actives largely listed as activators; 410,000 compounds, 0.31% hits; further: potency means the concentration at half of the fitted maximal effect; % of control where 0% means no effect; nearly all actives have a fitted effect of over 65% in size
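AREc32 cells carrying an ARE-driven firefly luciferase, 1000 cells/well in OPTI-MEM with 5% FBS, dosed after overnight attachment and incubated 24 hr at 37 deg C. Steady-Glo luminescence read after 30 min at RT.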
EPAC2 antag – blocks human EPAC2 exchange factor | EPAC2 GEF exchange of Rap1B-BODIPY-GDP, fluorescence | AID 720708 | 360,000 compounds, 0.18% hits | Potency, µM (doses to about 114 µM), inactives show top-dose activity, negative = inhibition, hits mostly inhibitors | Q8WZA2; further: potency means the concentration at half of the fitted maximal effect; on the % scale 0 is the no-effect control and ±100 the full control effect; nearly all actives have a fitted effect of over 45% in size; many of its hits are not listed in these tables
Target sequence (Q8WZA2 whole entry, looked up): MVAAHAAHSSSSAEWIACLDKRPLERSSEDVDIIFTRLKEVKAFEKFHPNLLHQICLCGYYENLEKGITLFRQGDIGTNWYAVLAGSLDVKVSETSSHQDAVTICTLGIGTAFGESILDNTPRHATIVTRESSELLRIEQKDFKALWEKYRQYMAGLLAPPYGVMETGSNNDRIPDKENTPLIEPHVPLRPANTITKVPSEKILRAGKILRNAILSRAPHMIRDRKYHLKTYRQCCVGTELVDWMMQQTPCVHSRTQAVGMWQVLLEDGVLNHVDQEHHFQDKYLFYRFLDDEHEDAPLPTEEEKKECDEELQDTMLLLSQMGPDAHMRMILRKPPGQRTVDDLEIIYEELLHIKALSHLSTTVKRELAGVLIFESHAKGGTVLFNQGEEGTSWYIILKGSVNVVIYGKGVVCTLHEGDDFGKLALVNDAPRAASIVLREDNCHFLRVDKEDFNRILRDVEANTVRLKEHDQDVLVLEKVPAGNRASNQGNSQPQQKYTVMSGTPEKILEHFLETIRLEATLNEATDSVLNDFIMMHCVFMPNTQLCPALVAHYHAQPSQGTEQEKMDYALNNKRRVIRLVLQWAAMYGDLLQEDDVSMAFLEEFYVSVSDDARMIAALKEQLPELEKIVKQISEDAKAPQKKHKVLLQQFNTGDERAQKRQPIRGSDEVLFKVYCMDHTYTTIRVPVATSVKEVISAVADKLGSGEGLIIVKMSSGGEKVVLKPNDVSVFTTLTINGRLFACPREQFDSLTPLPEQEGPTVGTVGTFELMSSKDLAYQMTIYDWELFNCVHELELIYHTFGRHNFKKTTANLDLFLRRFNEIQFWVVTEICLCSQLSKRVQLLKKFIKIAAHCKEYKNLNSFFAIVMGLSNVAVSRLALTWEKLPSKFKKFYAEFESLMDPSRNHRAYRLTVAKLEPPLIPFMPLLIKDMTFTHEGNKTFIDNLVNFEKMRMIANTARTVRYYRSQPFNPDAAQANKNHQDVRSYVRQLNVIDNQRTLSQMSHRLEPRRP
Nrf2 block – inhibitors of Nrf2 signaling; A549 ARE-Fluc reporter, luciferase luminescence, 18-24 h; Potency, µM (series often up to 46 µM), for inactives: at the highest dose activity change, negative = inhibition, hits mostly inhibitors; 360,000 compounds, 2.1% hits; AID 504444; further: potency means the concentration at half of the fitted maximal effect; on the % scale 0 is the no-effect control and ±100 the full control effect; nearly all actives have a fitted effect of over 60% in size
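Nrf2 function is reported as luminescence of an ARE-controlled luciferase in A549 cells. Compounds were tested at several concentrations, and a CellTiter-Fluor read on the same wells flagged cytotoxicity.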
EPAC2 ag – agonists of human EPAC2 (RAPGEF4); Q8WZA2; EPAC2 activation, biochemical qHTS; response scale: 100% = 6.5 mM cAMP response; Potency, µM (series often up to 154 µM), without a hit: at the top dose activation, usual class: activators; 360,000 compounds, 0.079% hits; AID 720711; further: potency means the concentration at half of the fitted maximal effect; nearly all actives have a fitted effect of over 50% in size
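qHTS, titration series. 100 nM EPAC2 / 250 nM Rap1B-BODIPY-GDP / 50 uM GDP; RT; ex 480/em 540 nm, 5-min reads to 30 min. Norm. to 6.5 mM cAMP = activation.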
CCT modulator – cytosolic chaperonin activity modulation | purified chaperonin ATPase assay, HTRF ADP detection, 30 min | 360,000 compounds, 0.3% hits | AID 651819 | activity change, % (test concentration not listed), hits read low; in the data active means activity change below about -30%; further: on the % scale 0 is the no-effect control and ±100 the full control effect
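TRiC (40 or 20 nM final, by batch activity) in 30 mM Tris pH 7.4, 100 mM KCl, 5 mM MgCl2, 1 mM DTT was treated with compound at 76 uM single dose, then 10 uM ATP, 30 min at 37 °C. ADP was read by HTRF Transcreener.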
TGFb SMAD3 inh – blocks TGF-b signaling | AID 588855 | Potency, µM (series often up to 46.1 µM), without a hit: at the highest dose activity, negative = inhibition, most hits filed as inhibitors | 410,000 compounds, 1.2% hits | HepG2 CAGA-GFP TGF-b/SMAD3 reporter, GFP fluorescence, 18 h; TGF-beta stimulated, 500 pg/mL final; further: potency means the concentration at half of the fitted maximal effect; on the % scale 0 is the no-effect control and ±100 the full control effect; nearly all actives have a fitted effect of over 65% in size
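Read-out: total well GFP (ex488/em500-530) summed from mean per-cell fluorescence. Cells: HEPG2 CAGA-GFP, 1% FBS DMEM, 18 h at 37 degrees C with 500 pg/mL final TGF-beta. Unstimulated wells served as the full-inhibition control; stimulated DMSO wells = 0%.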
Mm-Cpn inhibitor – inhibitors of Methanococcus maripaludis chaperonin (MmCpn); Potency, µM (top dose mostly 76.9 µM), for the others: at the highest dose activity, negative = inhibition, actives largely listed as inhibitors; purified Mm-Cpn ATPase, ADP Transcreener TR-FRET; 330,000 compounds, 0.031% hits; AID 504842; further: potency means the concentration at half of the fitted maximal effect; on the % scale 0 is the no-effect control and ±100 the full control effect; nearly all actives have a fitted effect of over 80% in size
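ATP (10 uM final) was added to archaeal chaperonin (25 nM final) after 10 min exposure to test compound at 37°C; after 30 min further incubation, ADP was detected by competitive TR-FRET.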
pAkt inh – inhibitors of Akt phosphorylation; Neuro2A IGF-stimulated pAkt S473 HTRF, 20 min; hits give low values; activity change, % for hits at 50 µM; 360,000 compounds, 0.32% hits; AID 651550; in the data active means activity change below about -80%; inconclusive means mostly about -51% to -80%; further: on the % scale 0 is the no-effect control and ±100 the full control effect
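Neuro2A cells in DMEM with 0.5% FBS, overnight at 37 deg C, given compound at single 50 µM final, then IGF (6 nM final) for 20 min at 37 deg C. Lysed; phospho-Akt Ser473 by HTRF after 24 h, 665/615 ratio.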
Numbers without * were called inactive; i = inactive; ? = inconclusive; . = not tested or not shown; [ ] = remark or other dose. Unless noted, the call rests on the fitted dose curve; in most records, active means well fitted curve in the direction sought with a large enough effect; inconclusive means small, poorly fitted or top-dose-only effect, or another doubt; inactive means no such curve, though single readings can be large; an effect the other way counts as inactive or inconclusive. An excerpt (hit frequency here may not be typical).

SMILES	A549 viability	Nrf2 ARE act	EPAC2 antag	Nrf2 block	EPAC2 ag	CCT modulator	TGFb SMAD3 inh	Mm-Cpn inhibitor	pAkt inh
CSc1ccc(CN2CCC(C)(Oc3cccc(F)c3)C2)cc1 (centres undefined)	.	0.3%	-6%	.	23%	-2.2	-3%	.	i
CC(=O)c1cc2c(cc1NC(=O)CCn1cccc1)OCO2	3%	1.6%	2%	14%	?	-6.5	9%	-20%	.
CC12CCC(CC1=O)C2(C)C (centres undefined)	-1%	-0.8%	2%	7%	5%	0.3	0%	1%	i
CCNC(=S)N1CCC(C(O)(c2ccccc2)c2ccccc2)CC1	7%	1.2%	2%	18%	3%	0.1	-10%	-2%	i
COc1cc(CC(=O)OCC(=O)NCc2ccc(C)cc2)cc(OC)c1OC	-1%	-1.2%	-10%	6%	13%	2.3	12%	1%	i
O=C(CC[C@H]1O[C@@H](n2ccc(=O)[nH]c2=O)[C@H](O)[C@@H]1O)N[C@H](Cc1ccccc1)C(=O)NCC1CCCCC1	.	-0.3%	7%	.	2%	-0.6	5%	.	i
O=C(O)c1cccc(-n2c(/C=C/c3cccc([N+](=O)[O-])c3)nc3ccccc3c2=O)c1	1%	0.1%	1%	2%	9%	0.6	0%	-1%	i
Cc1nc(SCC(=O)NCC2CCCO2)c2c3c(sc2n1)CCCC3 (centres undefined)	-7%	0.6%	-2%	-22%	7%	-1.1	?	-3%	i
COc1ccc(NC(=O)COC(=O)C2CC(=O)N(c3ccc(C)cc3)C2)cc1 (centres undefined)	-1%	-1.1%	2%	-11%	2%	-0.7	2%	0%	i
CCc1ccc(CNC(=O)CC2C(=O)NCCN2Cc2ccccc2F)nc1 (centres undefined)	5%	-0.6%	10%	28%	0%	0.5	-1%	-1%	i
Cc1cccc(NC(=O)/C(=C/c2cccc([N+](=O)[O-])c2)NC(=O)c2cccs2)c1	10%	15%	26%	2%	1%	1.1	-15%	1%	i
COc1ccccc1N(C)S(=O)(=O)c1ccc(Cl)c(C(=O)N2CCC2)c1	-2%	0.2%	6%	3%	9%	-3.1	9%	0%	i
COc1ncnc2c1ncn2CCCNCc1ccc(C)o1	.	2.6%	-1%	.	4%	0.3	4%	.	i
O=C(Nc1ccc(Cl)cc1)N1CCC(CN2CCCC2)CC1	-2%	0.3%	.	16%	.	.	6%	.	.
CCCCC[C@H](C)N1C[C@@H](COCc2ccccc2)Oc2cc(N3CC[C@@H](N(C)C)C3)ccc2S1(=O)=O	.	-3.0%	0%	.	-14%	-0.5	.	.	i
Cc1c2cnn(-c3ccccc3)c(=O)c2c(C)n1CCCC(=O)Nc1ccc(F)cc1F	1%	5.3%	.	-5%	.	.	?	.	.
CCCS(=O)(=O)N1CCN(C(=O)c2ccccc2F)CC1	10%	0.5%	11%	10%	2%	0.2	-2%	1%	i
Cc1ccc(NC(=O)C(=O)NCC(c2cccnc2)N2CCN(C)CC2)cc1F (centres undefined)	10%	0.6%	.	-3%	.	.	9%	.	.
COc1ccc(Cl)cc1NC(=O)CCS(=O)(=O)c1ccc(Br)cc1	-3%	?	10%	-1%	-7%	0.1	0%	2%	i
O=C(C1COc2ccccc2O1)N1CCN(c2nc3ccc([N+](=O)[O-])cc3s2)CC1 (centres undefined)	1%	0.4%	-4%	-10%	4%	-1.5	10%	1%	i
CCOC(=O)[C@]12CCCC=C1N(Cc1cccc3ccccc13)C(=O)[C@H](CC(=O)N1CCOCC1)C2	.	0.1%	-3%	.	9%	2.6	.	.	i
COc1ccc2[nH]c(C(=O)NCc3ccc4c(c3)OCO4)cc2c1	-6%	2.9%	-6%	?	14%	-0.2	-20%	?	i
C=CCOC(=O)c1ccc(-n2cncn2)nc1	-9%	0.5%	0%	-11%	6%	-3.0	0%	-1%	i
COc1ccccc1OCC(=O)Nc1ccc(S(=O)(=O)Nc2nc(C)cc(C)n2)cc1	-4%	-0.7%	-3%	-16%	3%	0.2	-1%	0%	i
COc1cc(OC)c(OC)cc1CNCC1COc2ccccc2O1 (centres undefined)	1%	0.1%	6%	6%	0%	0.6	22%	.	i

Structures from the list above with a thiophene ring, fused or not, in the order listed:
SMILES	A549 viability	Nrf2 ARE act	EPAC2 antag	Nrf2 block	EPAC2 ag	CCT modulator	TGFb SMAD3 inh	Mm-Cpn inhibitor	pAkt inh
Cc1nc(SCC(=O)NCC2CCCO2)c2c3c(sc2n1)CCCC3 (centres undefined)	-7%	0.6%	-2%	-22%	7%	-1.1	?	-3%	i
Cc1cccc(NC(=O)/C(=C/c2cccc([N+](=O)[O-])c2)NC(=O)c2cccs2)c1	10%	15%	26%	2%	1%	1.1	-15%	1%	i

More entries:
SMILES	A549 viability	Nrf2 ARE act	EPAC2 antag	Nrf2 block	EPAC2 ag	CCT modulator	TGFb SMAD3 inh	Mm-Cpn inhibitor	pAkt inh
NC(=O)CSc1nnc(-c2ccco2)n1N	-1%	-0.6%	17%	10%	-4%	1.5	3%	0%	i
Cc1ccc(-c2nc3ccc([N+](=O)[O-])cc3[nH]2)cc1	0%	0.2%	-13%	?	13%	-8.6	?	0%	i
COc1cccc(C2CC(c3ccccc3)=NN2S(=O)(=O)c2ccccc2)c1OC (centres undefined)	-2%	0.3%	-1%	-17%	13%	-1.7	12%	4%	i
Cc1ccc(CNC(=O)c2cnc3c(-c4ccc(F)cc4)c(C)nn3c2C)o1	-4%	-0.6%	.	5%	.	.	-2%	.	.
CC1(C)CN(c2ccc(F)cc2)C1=O	-2%	-0.2%	3%	2%	3%	-0.8	-11%	1%	i
COc1ccc(-n2cnnc2SCC(=O)N(C)c2ccccc2)cc1	3%	-0.1%	8%	-1%	9%	2.3	-4%	-3%	i
O=C(O)/C(=C\c1ccco1)NC(=O)c1ccc(Br)o1	7%	0.3%	2%	6%	12%	0.9	15%	.	i
COc1ccc(NS(=O)(=O)c2ccc3oc4ccccc4c3c2)cn1	-7%	2.4%	-17%	-14%	?	-3.2	?	1%	i
Fc1ccc(N2CCN(C3CCC(c4ccccc4)CC3)CC2)cc1 (centres undefined)	?	0.2%	-2%	-13%	10%	-7.0	?	0%	i
O=C(Nc1nnc(C2CC2)s1)c1cc(-c2ccccc2)nn1-c1ccccc1	-1%	0.1%	-6%	.	14%	-2.7	-27%	0%	i
COc1ccc(Cn2ccc3nc(C)c(C(=O)NCc4ccc(C)cc4)cc3c2=O)cc1	3%	2.5%	.	?	.	.	-10%	.	.
CN(C)C(=O)c1ccc(-c2cc3onc(-c4ccccc4)c3c(=O)n2C)cc1	-4%	4.6%	0%	?	11%	1.2	?	0%	i
COc1ccc(CN2CCOC2=O)cc1OC	-4%	0.3%	1%	2%	5%	-1.3	-21%	0%	i
CC(Sc1nnc(C2CC2)n1C)C(=O)Nc1ccc(N2CCOCC2)cc1 (centres undefined)	1%	-0.1%	0%	-5%	-5%	0.9	-19%	4%	i
COc1cccc(CNC(=O)c2ccc(F)c(S(=O)(=O)N3CCCCC3)c2)c1	.	-1.1%	-20%	.	8%	-2.8	-7%	.	i
COCCNC(=O)/C(C#N)=C/c1cc(C(C)C)c(OC)cc1C	3%	3.8%	0%	-22%	5%	-5.5	23%	-3%	i
O=C1CN(C(=O)COC(=O)c2cccs2)c2ccccc2N1	-1%	0.3%	4%	-3%	4%	5.0	35%[activator]	2%	i
CCc1ccc(S(=O)(=O)c2c[nH]c3cc(OC)c(OC)cc3c2=O)cc1	17%	3.4%	.	4%	.	.	1%	.	.
Cc1ccc(Cn2c(C(C)Nc3nc(-c4ccc(F)cc4)cs3)nc3cc(Cl)c(Cl)cc32)cc1 (centres undefined)	0%	7.4%	15%	?	9%	1.9	?	.	i
CC(OC(=O)CCCCCN=C1NS(=O)(=O)c2ccccc21)C(=O)Nc1cc(Cl)cc(Cl)c1 (centres undefined)	-2%	0.4%	1%	-1%	0%	-1.1	-25%	-1%	i
O=C(NCc1ccc2c(c1)OCO2)NC12CC3CC(CC(C3)C1)C2	3%	-0.3%	1%	1%	11%	-4.6	-8%	3%	i
CCOC(=O)C1CCN(C(=O)c2ccc(Cl)c(Cl)c2)CC1	0%	0.4%	9%	.	-7%	-0.8	-4%	1%	i
COc1ccc2nc(NC(=O)c3cccs3)sc2c1	1%	0.6%	5%	?	7%	2.4	0%	-3%	i
CCN(CC)CCNC(=O)/C(=C/c1cn(CC)c2ccccc12)NC(=O)c1cc(OC)c(OC)c(OC)c1	6%	-1.3%	4%	6%	8%	0.8	9%	-1%	i
O=C(NC1CC1)c1cccc2c1C(=O)c1ccc(N3CCC(Cc4ccccc4)CC3)cc1S2(=O)=O	2%	0.4%	59%[activator]	?	3%	-3.2	-13%	2%	i
COc1ccc(N2CCN(CCNC(=O)CCN3C(=O)COc4ccccc43)CC2)cc1	-7%	-1.0%	4%	-21%	1%	-0.1	?	-1%	i
COc1ccc(C(=O)NC(C)c2ccccc2)cc1Br (centres undefined)	3%	-0.3%	-4%	-16%	11%	-2.8	-8%	2%	i
COc1cc(O)sc1C=Nc1ccc(Cl)cc1	-14%	?	-9%	-5%	-10%	2.3	-1%	1%	i
O=C(NC1CCN(S(=O)(=O)c2cccc(F)c2)CC1)c1cccc(F)c1	0%	0.3%	9%	2%	7%	1.0	0%	-19%	i
COc1cc(CC(=O)NCc2ccccn2)cc(OC)c1OC	-2%	-0.2%	0%	.	-2%	-0.3	13%	1%	i
